DAX1 inh-1 – DAX1 (NR0B1) inhibitors, primary screen, cell-based, HEK293, Gal4-DAX1, luciferase luminescence | Nuclear receptor subfamily 0 group B member 1 (Homo sapiens), P51843 | HEK293 Gal4-DAX1 luciferase reporter | inhibition, % at 6.75 µM | 340,000 tested, 0.99% active | AID 504766, 2011;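 active means inhibition above the mean over all tested compounds plus 3 SD, cut at about 4.2% in these data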;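 further: 0% = DAX1-transfected cells with DMSO and 100% = empty-vector control cells with DMSO; inhibition shows as a rise in luminescence from relieved DAX1 repression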
Target sequence (P51843 207-470 limits assumed): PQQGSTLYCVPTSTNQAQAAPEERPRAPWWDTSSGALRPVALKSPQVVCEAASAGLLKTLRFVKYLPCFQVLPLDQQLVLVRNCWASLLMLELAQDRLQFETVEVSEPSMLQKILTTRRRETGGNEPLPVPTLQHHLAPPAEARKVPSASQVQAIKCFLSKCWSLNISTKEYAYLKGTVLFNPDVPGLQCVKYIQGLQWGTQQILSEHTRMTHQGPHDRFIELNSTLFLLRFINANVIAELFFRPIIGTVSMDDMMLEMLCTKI
hgDAF12 agonist – H. glycines DAF-12 receptor agonists, primary screen, cell-based, luminescence, HEK293, GAL4 fusion, UAS-luciferase. Nuclear hormone receptor DAF-12 (Heterodera glycines), GAL4 fusion. HEK293 GAL4-hgDAF12 UAS-luciferase reporter, agonist luminescence; normalized to butyrate control. activation, % at 6.8 µM. 370,000 tested, 1.8% active;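 active means activation above a cutoff set at the mean of all screened compounds plus 3 SD, cut at about 10% in these data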;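 further: 0% = DMSO wells and 100% = sodium butyrate wells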
NPR1 activator – GC-A stimulated cGMP production enhancers – HEK293 GC-A cells, cGMP TR-FRET, EC30 ANP, primary screen; 0% at EC30 ANP, 100% saturating ANP; activation, % at 10 µM; 370,000 tested, 0.14% active; in the data active means activation above about 40%
SMARCA2 activ – SMARCA2 (BRM) function activators, primary screen, cell-based, luminescence, high throughput | MG213 cells, MMTV-luciferase reporter, dexamethasone, overnight | activation, % at 9.1 µM | 370,000 tested, 1% active | AID 652017, 2013; in the data active means activation above about 7.8%;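 further: 0% = vehicle wells and 100% = reference activator wells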
ADAM17 inh – ADAM17 inhibitors, primary screen, biochemical, QFRET; 370,000 tested, 0.83% active; AID 720648, 2013; recombinant ADAM17, EDANS/DABCYL FRET peptide cleavage; Disintegrin and metalloproteinase domain-containing protein 17 (Homo sapiens), P78536; inhibition, % at 6.95 µM;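 active means inhibition above the mean of compounds lying between control limits plus 3 SD, set per campaign, cut at about 8.5% in these data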;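 further: 0% = DMSO-only wells as the low control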
GAA850 FXN act – FXN promoter activators, primary screen, cell-based, luciferase luminescence, HEK293 lucGAA850. 360,000 tested, 0.56% active. AID 540364, 2011. activation, % at 6 µM. HEK293 lucGAA850 FXN promoter luciferase reporter, 24 h; percent of 10 µM SAHA response;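 active means activation above the average of all compounds screened plus 3 SD, cutoff fixed separately per campaign, cut at about 7.5% in these data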;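 further: 0% = DMSO wells and 100% = 10 µM SAHA wells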
ADAM10 inh – human ADAM10 inhibitors, primary screen, biochemical, QFRET, HTS; Disintegrin and metalloproteinase domain-containing protein 10 (Homo sapiens), O14672; recombinant ADAM10, EDANS/DABCYL FRET peptide cleavage, 3 h; inhibition, % at 7 µM; 370,000 tested, 0.62% active;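 active means inhibition above a per-campaign cutoff equal to the mean of compounds falling between control-based bounds plus 3 SD, cut at about 20% in these data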;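 further: 0% = DMSO wells while the 100% control is not disclosed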
Target sequence (O14672 214-748 limits assumed): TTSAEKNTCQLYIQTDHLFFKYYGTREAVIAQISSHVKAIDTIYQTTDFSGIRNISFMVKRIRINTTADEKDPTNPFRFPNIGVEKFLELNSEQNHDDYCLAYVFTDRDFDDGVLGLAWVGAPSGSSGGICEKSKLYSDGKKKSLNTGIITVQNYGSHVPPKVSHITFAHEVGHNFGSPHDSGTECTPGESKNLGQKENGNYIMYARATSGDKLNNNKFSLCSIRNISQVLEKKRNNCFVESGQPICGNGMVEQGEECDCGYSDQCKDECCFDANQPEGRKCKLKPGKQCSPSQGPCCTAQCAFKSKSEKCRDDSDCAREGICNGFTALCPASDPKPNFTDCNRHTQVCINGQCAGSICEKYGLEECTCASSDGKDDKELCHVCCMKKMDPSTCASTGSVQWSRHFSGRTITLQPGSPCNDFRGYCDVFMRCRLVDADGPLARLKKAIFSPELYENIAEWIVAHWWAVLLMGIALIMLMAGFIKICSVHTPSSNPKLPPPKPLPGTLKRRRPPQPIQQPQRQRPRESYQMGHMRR
ssDAF12 agonist – S. stercoralis DAF-12 nuclear receptor activators, primary screen, cell-based, luminescence, HEK293, GRIP1 co-expression, lit1-tk-luc | HEK293 ssDAF-12/GRIP1 lit1-tk-luc reporter; % of 3 µM dafachronic acid response | activation, % at 6.8 µM | 370,000 tested, 1% active | AID 652126, 2013;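 active means activation above the mean over all tested compounds plus 3 SD, cut at about 0.9% in these data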;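 further: 0% = DMSO-only wells and 100% = 3 µM delta7-dafachronic acid wells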
DAX1 inh-2 – DAX1 (NR0B1) inhibitors on StAR promoter, primary screen, cell-based, luminescence, SF-1 (NR5A1), full-length DAX-1 | HEK293T StAR-luciferase reporter, SF-1/DAX-1 repression relief | inhibition, % at 6.8 µM | 370,000 tested, 1.1% active | AID 652010, 2013;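 active means inhibition above the mean over all tested compounds plus 3 SD, cut at about 3.6% in these data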;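 further: 0% = DAX-1 cells with DMSO and 100% = cells lacking DAX-1 with DMSO; higher inhibition means more luminescence from relief of DAX-1 repression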
hcDAF-12 act – H. contortus DAF-12 nuclear receptor activators, primary screen, cell-based, luminescence, HEK293, lit1-tk-luc reporter | activation, % at 6.8 µM | 370,000 tested, 1.4% active | HEK293 hcDAF-12 lit1-tk-luc reporter; 0% DMSO, 100% Δ7-dafachronic acid;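 active means activation above the mean of all tested compounds plus 3 SD, cut at about 5.5% in these data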;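 further: 100% = response to 3 µM Δ7-dafachronic acid high control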
PG9 binder – binders of HIV-1 gp120 antibody PG9, primary screen, biochemical, TR-FRET | TR-FRET gp120-PG9 antibody binding | AID 624416, 2012 | inhibition, % at 6.7 µM | HIV-1 gp120 / PG9 antibody interaction | 360,000 tested, 0.43% active; in the data active means inhibition above about 8.5%
* marks the source's active call; other numbers are inactive results; · = no result given.

Order of values: DAX1 inh-1	hgDAF12 agonist	NPR1 activator	SMARCA2 activ	ADAM17 inh	GAA850 FXN act	ADAM10 inh	ssDAF12 agonist	DAX1 inh-2	hcDAF-12 act	PG9 binder
- Cn1c(-c2ccc3nc(N)sc3c2)nc2cc(N)ccc21
→ 1.8	6.3	2	3	-96	4.9	-329	-0.4	0.3	0.4	-2.3
- Cc1ccc(C)c(CN2CCC(CNC(=O)Nc3ccc(Cl)cc3)CC2)c1
→ 6.2*	1.1	-18	1	-3	1.0	-9	-1.0	-0.3	-1.0	-0.1
- CCn1nnnc1SCC(=O)Nc1nc(C)c(C)s1
→ 1.4	4.3	1	3	-2	1.2	4	-0.6	0.8	-0.1	2.2
- C=CCN1C(=O)/C(=N/n2cnnc2)c2ccccc21
→ -1.1	3.5	2	-3	-1	-1.1	-3	-1.0	0.3	0.7	-0.7
- CCCNC(=O)Cn1cnc2sc(C(=O)N3CCN(Cc4ccc5c(c4)OCO5)CC3)c(C)c2c1=O
→ -1.8	-0.8	0	-2	-1	-0.5	-2	-1.5	-1.4	-2.9	-0.9
- CC1CCCCN1CCCNc1ccc(C(CC(N)=O)NC(=O)Cc2ccc(Br)cc2)cc1[N+](=O)[O-] (centres undefined)
→ 0.5	-0.4	1	1	0	-2.8	-5	-1.0	0.2	-0.5	1.0
- COCCNC(=O)c1ccc2c(=O)n(Cc3ccco3)c(SCC(=O)NC3CCCC3)nc2c1
→ 0.2	0.1	4	1	-5	-0.6	-14	-1.6	0.0	-0.5	0.1
- N#CCCN(C(=O)COC(=O)c1ccc(S(=O)(=O)N2CCOCC2)cc1)c1ccccc1
→ -2.6	0.5	1	0	-3	0.5	-6	-0.9	0.2	5.1	0.0
- COc1cc(/C=N/NC(=O)Cn2cnc3c2c(=O)n(C)c(=O)n3C)cc(OC)c1OC
→ ·	-0.3	0	5	-3	-1.1	-2	-1.6	-0.3	1.2	-4.1
- CCOC(=O)Cn1c(=O)n(Cc2ccco2)c(=O)c2ccc(C(=O)NCCc3ccccc3)cc21
→ -1.0	-1.8	1	-3	2	0.5	-8	-1.5	-0.5	-1.8	0.9
- O=C(Nc1cccc(Cl)c1)O[C@@H]1CC[C@@]23CCCN2C(=O)CCC[C@H]3C1
→ ·	-5.2	-1	·	2	·	5	-1.1	·	-1.8	·
- NC(=O)NCc1ccc(C(=O)OCc2ccncc2)cc1
→ 2.0	-0.9	0	-2	5	1.1	-11	-1.5	0.3	-0.5	1.0
- CCN(Cc1ccccc1)C(=O)CN1C(=O)c2ccccc2S1(=O)=O
→ -0.6	-2.2	5	-1	-1	-0.2	0	-1.1	0.1	-1.4	1.6
- CC1CCCC(NC(=O)CN2C(=O)NC(Cc3c[nH]c4ccccc34)C2=O)C1C (centres undefined)
→ -0.3	-3.2	0	-3	-1	-1.2	-4	-1.0	-2.3	-0.5	-0.3
- C#CCOCCOCCOCCNc1nc(N2CCN(C(=O)[C@H]([C@@H](C)CC)n3cc(CCC(=O)O)nn3)CC2)nc(N2CCN(C(=O)[C@H](CCCCN)n3cc(CC(C)O)nn3)CC2)n1 (some centres undefined)
→ 0.8	1.4	2	0	-4	0.9	-9	-1.5	-0.5	-0.1	0.1
- Cc1[nH]c2ccccc2c1C(=O)CSCC(=O)O
→ 0.0	0.2	4	0	-4	-3.4	-1	-1.0	0.2	2.7	0.5
- O=C(N/N=C/c1cccc(F)c1)c1ccc(Cl)cc1
→ 3.4	18*	-1	3	0	4.6	8	0.3	3.7*	2.5	-3.3
- CCCCNC(=O)Nc1ccccc1C(=O)NCCC
→ -1.1	0.7	1	4	-2	-0.3	-2	-0.9	0.9	1.2	-0.7
- Nc1ncnc2c1ncn2CCN1CCOCC1
→ -0.1	-2.0	-3	-1	-2	-0.1	1	-1.0	-0.4	-1.7	1.8
- COc1ccc(NC(=O)CN(C)C(=O)c2c(C)nn(-c3ccccc3)c2Cl)cc1
→ -1.5	-3.3	2	-1	1	-0.1	-15	-1.3	-1.6	-0.8	-0.1

Overlap with the part before: two compounds, then new ones.
Order of values: DAX1 inh-1	hgDAF12 agonist	NPR1 activator	SMARCA2 activ	ADAM17 inh	GAA850 FXN act	ADAM10 inh	ssDAF12 agonist	DAX1 inh-2	hcDAF-12 act	PG9 binder
- Nc1ncnc2c1ncn2CCN1CCOCC1
→ -0.1	-2.0	-3	-1	-2	-0.1	1	-1.0	-0.4	-1.7	1.8
- COc1ccc(NC(=O)CN(C)C(=O)c2c(C)nn(-c3ccccc3)c2Cl)cc1
→ -1.5	-3.3	2	-1	1	-0.1	-15	-1.3	-1.6	-0.8	-0.1
- CCCCn1nnnc1SCC(=O)NNC(=O)c1ccco1
→ -1.0	-0.2	-2	-2	-1	0.1	-1	-1.4	-0.5	0.3	-2.0
- CCOc1ccccc1NC(=O)CCNS(=O)(=O)c1ccccc1
→ 2.5	1.2	2	-1	-1	1.1	0	-0.9	-0.2	0.0	-1.4
- Cc1cccc(OCCN2CSC(=S)N(C)C2)c1
→ -0.3	1.4	1	-1	-1	-0.6	1	-1.2	-0.3	0.4	1.3
- CCN(Cc1ccccc1)C(=O)c1cccnc1
→ 0.7	-0.2	2	-1	-2	1.2	-2	-0.4	-0.7	0.4	-0.5
- C/C(=N\NC(=O)c1ccco1)c1ccc(NC(=O)c2cccs2)cc1
→ 1.5	11*	4	4	1	2.1	-3	-0.4	4.7*	2.1	-0.6
- C/C(=C\C(=O)c1ccc(Cl)cc1)Nc1ccc(N2CCOCC2)cc1
→ -0.5	-1.8	0	-2	1	3.4	0	-1.3	-1.0	-0.8	-2.1
- COc1ccc(C=C2SC(=S)N(CCCN3CCOCC3)C2=O)c(OC)c1
→ 1.0	-3.0	6	-2	-5	-1.0	-17	-0.5	-0.8	-0.5	-3.4
- Cc1ccc(NC(=O)CNS(=O)(=O)c2cccs2)cc1F
→ 1.4	4.0	5	-3	1	2.1	-7	-1.0	-0.3	-0.4	0.2
- CC(Sc1nc2c(N)ncnc2n1CCOc1ccccc1)C(=O)O (centres undefined)
→ 0.4	0.6	-1	0	-3	2.4	-12	-1.3	0.4	2.2	-0.2
- O=c1[nH]c(SCc2ccc(F)cc2Cl)nc2ccccc12
→ 1.9	0.0	-1	-2	2	1.8	0	-1.3	-0.1	-1.5	2.1
- CCOc1cc(/C=N/Nc2nc(N3CCCCC3)nc(N3CCCCC3)n2)ccc1OC(=O)c1ccco1
→ -0.1	1.6	-2	2	-1	1.5	-8	-0.6	0.1	0.0	-4.0
- Cc1ccc(/C=N/NC(=O)c2cccs2)o1
→ 0.9	10	3	3	-1	2.0	-4	0.0	1.4	1.2	-1.8
- O=C(NCc1ccco1)c1cc(-c2ccccn2)nc2ccccc12
→ -0.7	1.0	-4	-2	-5	-2.4	-11	-1.0	0.2	0.5	0.9
- Nc1ccc(C(=O)N2N=C(c3ccccc3)CC2(O)C(F)(F)F)cc1 (centres undefined)
→ -0.2	0.6	1	4	-2	1.0	-1	-0.4	-0.5	0.7	-0.3
- CN(C(=O)CSC(=O)c1ccccc1)c1ccccc1
→ 0.3	0.2	4	0	0	1.8	4	-0.5	-0.1	-0.7	0.7
- NCCNC(=O)c1ncsc1-c1cccc(F)c1
→ 0.0	3.1	-5	-3	0	0.7	3	-1.3	1.0	-0.9	-0.9
- COc1ccc(N(C(=O)c2ccco2)S(=O)(=O)c2cccs2)cc1
→ 1.1	-1.0	-2	0	-1	-0.6	5	-1.3	0.7	-1.9	-0.9
- Cc1csc(-c2cnn(-c3ccccc3)c2NC(=O)c2ccc(C(F)(F)F)cc2)n1
→ -0.6	-1.2	0	0	9.3*	3.7	13	0.2	-0.2	1.1	-2.6
- Cc1ccc(Nc2nc3ccccc3nc2-n2nc(C)cc2C)cc1
→ -0.4	6.2	-10	0	-9	1.9	-31	-0.1	-0.3	8.8*	0.2
- COc1ccc(NS(=O)(=O)c2cc(NC(=O)c3cc(F)c(F)c(F)c3F)ccc2N2CCCC2)cc1
→ -0.3	-1.1	-7	-1	-3	-1.1	2	-0.6	-0.9	0.6	0.5
- CCOC(=O)C1=CCN(S(=O)(=O)c2cccc(Cl)c2)C1c1ccc(Cl)c(Cl)c1 (centres undefined)
→ ·	-1.1	-8	-3	2	·	0	-1.4	-1.8	-1.1	-0.1
- O=C1c2cccc3cccc(c23)C(=O)N1CCO
→ -0.9	2.2	4	5	-110	0.3	-393	-1.2	0.0	-3.2	-0.2
- CC(=O)Nc1nc(C)c(C(C)C)s1
→ 0.4	0.0	0	-2	-7	-1.0	-5	-2.0	0.3	-1.8	-0.3
- COC(=O)C1CCN(c2c([N+](=O)[O-])cc(C(F)(F)F)cc2[N+](=O)[O-])CC1
→ -0.2	-0.2	0	2	1	1.1	13	-0.4	-0.6	-2.5	-1.6
- CCN(CC)C(=O)c1[nH]cnc1C(=O)Nc1ccc(OC)cc1
→ 0.4	-1.5	-1	2	-2	0.6	1	-1.1	0.3	-0.9	0.1
- CCN(CC)CCCNC(=O)C1CCC(CNS(=O)(=O)c2c(C)cc(C)cc2C)CC1 (centres undefined)
→ 0.8	-0.3	6	3	-1	1.0	-9	-0.3	0.4	-0.4	-1.1

Screening data (PubChem BioAssay)
